RGS4 inh – human RGS4 inhibition; P49798; HEK293 M3R/RGS4 inducible, Fluo-4 calcium flux; hits give high values; triggered by carbachol at its EC20; B-score at 10 µM; actives 0.45% (n = 310,000);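 active = B-score, a plate-corrected calcium signal, over three deviations above library mean, with baseline fluorescence within five deviations of library mean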;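 also: RGS4 expression induced by doxycycline in cells with stable M3 receptor; B-score is computed from the integrated fluorescence ratio over baseline after carbachol; higher B-score means a larger calcium signal and so more RGS4 inhibition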
Target sequence (P49798 whole entry, looked up): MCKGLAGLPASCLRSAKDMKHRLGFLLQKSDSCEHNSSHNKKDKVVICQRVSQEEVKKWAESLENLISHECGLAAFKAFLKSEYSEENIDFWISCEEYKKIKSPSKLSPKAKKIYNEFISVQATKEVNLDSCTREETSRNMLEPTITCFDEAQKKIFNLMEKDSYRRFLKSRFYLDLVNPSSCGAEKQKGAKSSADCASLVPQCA
TRPC6 inh – inhibitors of mouse TRPC6 channel; HEK293-TRPC6, membrane potential dye, ACh-evoked depolarization; hits give low values; Q61143; actives 1.1% (n = 310,000); B-score at 10 µM;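 active = B-score under library mean minus 3 SD, initial fluorescence not abnormally high, positive integrated signal ratio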;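 also: B-score derived from integrated fluorescence ratio over the kinetic read; more negative B-score means stronger inhibition of depolarization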
Target sequence (Q61143 whole entry, looked up): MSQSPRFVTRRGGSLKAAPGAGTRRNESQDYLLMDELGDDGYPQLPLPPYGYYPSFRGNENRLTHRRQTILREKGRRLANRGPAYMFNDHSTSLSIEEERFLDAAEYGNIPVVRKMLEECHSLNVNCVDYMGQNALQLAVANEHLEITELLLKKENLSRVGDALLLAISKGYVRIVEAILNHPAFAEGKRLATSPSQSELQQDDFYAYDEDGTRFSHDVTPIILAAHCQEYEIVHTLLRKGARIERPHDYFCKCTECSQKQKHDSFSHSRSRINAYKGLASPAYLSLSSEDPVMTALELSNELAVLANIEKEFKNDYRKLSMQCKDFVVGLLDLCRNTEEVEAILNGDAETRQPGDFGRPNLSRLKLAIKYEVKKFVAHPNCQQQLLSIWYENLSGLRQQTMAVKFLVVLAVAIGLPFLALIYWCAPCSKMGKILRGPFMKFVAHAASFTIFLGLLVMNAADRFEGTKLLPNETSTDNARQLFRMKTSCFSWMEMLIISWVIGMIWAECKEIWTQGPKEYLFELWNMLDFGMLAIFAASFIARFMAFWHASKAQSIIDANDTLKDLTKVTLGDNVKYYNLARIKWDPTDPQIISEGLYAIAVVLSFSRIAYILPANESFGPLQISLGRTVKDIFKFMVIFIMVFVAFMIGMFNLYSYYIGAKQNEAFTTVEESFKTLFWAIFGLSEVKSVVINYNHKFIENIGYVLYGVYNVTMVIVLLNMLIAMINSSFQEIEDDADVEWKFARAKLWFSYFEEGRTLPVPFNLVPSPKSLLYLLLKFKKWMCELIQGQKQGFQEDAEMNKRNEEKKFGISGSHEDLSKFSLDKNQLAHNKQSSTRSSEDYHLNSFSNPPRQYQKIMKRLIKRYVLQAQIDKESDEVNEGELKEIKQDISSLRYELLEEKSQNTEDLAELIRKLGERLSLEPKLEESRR
MrgX1 agonist – agonists of human MrgX1 receptor; MrgX1-HEK293 cells, Fluo-4 calcium fluorescence, agonist mode; hits give high values; AID 588627; actives 0.44% (n = 310,000); B-score at 10 µM; Q96LB2;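 active = calcium response B-score plate-corrected fluorescence ratio at least 3 library SD, with starting fluorescence B-score inside 5 SD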
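Assay system: MrgX1-expressing HEK293 cells / Amount: fifteen thousand cells per well / Doses: test compound in the initial addition of three / Timing: cells plated overnight, dye loaded 0.5 h 37 °C, 0.5 h room temperature / Technique: kinetic calcium dye fluorescence, Fluo-4 NW / Control set: positive and negative controls per plate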
TRPC6 act – mouse TRPC6 channel activation | Q61143 | actives 0.13% (n = 310,000) | B-score at 10 µM | AID 2550 | HEK293-TRPC6 membrane potential dye fluorescence; hits give high values;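 active = B-score of the integrated fluorescence ratio above library mean plus 3 SD, and starting fluorescence ratio within library mean plus 5 SD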;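 also: higher score means more depolarization so channel activation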
MrgX1 allo act – human MrgX1 positive allosteric modulation, primary screen | Q96LB2 | MrgX1-HEK293, Fluo-4 calcium flux, FDSS; hits give high values | B-score at 10 µM | actives 0.63% (n = 310,000);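 active = plate-corrected calcium response at least 3 library SD above typical, normal starting fluorescence, not activating the receptor alone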;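 also: compound read alongside a low EC10 to EC30 dose of BAM8-22 agonist; peak minus trough fluorescence over baseline measured at the second addition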
ANO1 block – inhibitors of mouse TMEM16A calcium-activated chloride channel; normalized B-score (activity score, 25-100; higher = stronger inhibition) at 10 µM; HEK293 TMEM16A/YFP iodide influx fluorescence, ionomycin; actives 1.2% (n = 310,000); AID 588511; Q8BHY3;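 active = ratio plate-corrected score three or more library SD toward inhibition, starting fluorescence score within five deviations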;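 also: score derived from kinetic fluorescence span divided by baseline fluorescence per well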
RGS4 pot – potentiators or activators of RGS4; HEK293 M3R/inducible RGS4, carbachol calcium flux Fluo4; hits give low values; B-score at 10 µM; actives 0.92% (n = 310,000); AID 463111;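 active = B-score of the integrated calcium signal more than 4 SD below the library mean, with starting fluorescence not abnormally high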;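 also: negative B-score means reduced calcium response which marks RGS4 activation or potentiation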
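test system = M3R-expressing HEK293 line, RGS4 induced by doxycycline | probe or stimulus = carbachol at ECmax as muscarinic agonist stimulus | timing = dye loading 30 min 37 °C, buffer rest 30 min RT | signal = calcium dye Fluo4 fluorescence | evaluation = B score from integrated fluorescence ratio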
HDAC3 inh – blocks human histone deacetylase 3. recombinant HDAC3, fluorogenic peptide/trypsin coupled, fluorescence. inhibition, % at 8.3 µM. actives 0.15% (n = 320,000). AID 2718; in the data active = inhibition above about 26%, passing the limit was not always enough; inconclusive = no clear call, values can overlap the other calls
ANO1 activ – mouse TMEM16A channel activation, primary screen | Q8BHY3 | HEK293 TMEM16A/YFP-H148Q/I152L, iodide quench fluorescence; hits give low values | B-score at 10 µM | actives 0.3% (n = 340,000);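 active = fluorescence-ratio B-score plate-corrected deviation score at least 3 library SD below zero, with starting fluorescence score within 5 deviations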;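 also: channel opened by trigger with iodide after compound preincubation; score built on the fluorescence ratio of max minus min over baseline; more negative score means more quench and so TMEM16A activation or potentiation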
MrgX1 antag – blocks BAM8-22 activation of human MrgX1 receptor | Q96LB2 | AID 588676 | B-score at 10 µM | MRGX1-HEK293 calcium flux, Fluo-4, BAM8-22 antagonism; hits give low values | actives 1.3% (n = 310,000);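 active = calcium-response B-score plate-corrected more than 3 library SD below zero, starting fluorescence within 5 deviations, no agonist response on first addition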;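 also: peak minus trough fluorescence over baseline after final BAM8-22 challenge near maximal dose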
SKKanGAS inh – inhibitors of SKKanGAS S. pyogenes growth in kanamycin (SK-promoter or general growth effect) | inhibition, % at 7.5 µM | BacTiter-Glo, 6 h | actives 1.3% (n = 300,000);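 active = mean replicate score, as percent of positive control median, at least 50; inconclusive = mean below 50 but one replicate at or above 50; inactive = mean and every replicate below 50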;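 also: strain carries kanamycin resistance gene driven by streptokinase promoter and grows in 40 µg/ml kanamycin; loss of luminescence reflects streptokinase promoter inhibition or plain growth inhibition; 0% = median of DMSO wells and 100% = positive control at its reference dose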
* marks the source's active call; other numbers are inactive results.

`O=C(C1CCN(S(=O)(=O)c2ccc(F)cc2)CC1)N1CC=C(c2ccccc2)CC1` gave RGS4 inh inactive, TRPC6 inh inactive, MrgX1 agonist inactive, TRPC6 act inactive, MrgX1 allo act inactive, ANO1 block inactive, RGS4 pot inactive, HDAC3 inh 3.1, ANO1 activ inactive, MrgX1 antag inactive and SKKanGAS inh 6.8.
Screening Cc1ccc(NC(=S)/C(=C(\[O-])c2ccc(C)c([N+](=O)[O-])c2)[n+]2ccccc2)cc1C returned RGS4 inh inactive, TRPC6 inh inactive, MrgX1 agonist inactive, TRPC6 act inactive, MrgX1 allo act inactive, ANO1 block inactive, RGS4 pot inactive, HDAC3 inh -0.5, MrgX1 antag inactive and SKKanGAS inh 4.1.
CNC(=S)NNC(=O)c1sccc1OCc1ccc(Cl)cc1Cl was read as RGS4 inh inactive, TRPC6 inh inactive, MrgX1 agonist inactive, TRPC6 act inactive, MrgX1 allo act inactive, ANO1 block inactive, RGS4 pot inactive, HDAC3 inh 7.2, ANO1 activ inactive, MrgX1 antag inactive and SKKanGAS inh -7.7.
For CCOc1ccc(NC(=O)COc2ccccc2)c([N+](=O)[O-])c1 the results were RGS4 inh inactive, TRPC6 inh inactive, MrgX1 agonist inactive, TRPC6 act inactive, MrgX1 allo act inactive, ANO1 block inactive, RGS4 pot inactive, HDAC3 inh -6.8, ANO1 activ inactive, MrgX1 antag inactive and SKKanGAS inh -4.3.
`Cc1onc(-c2ccccc2)c1C(=O)Nc1ccccc1N1CCOCC1` gave RGS4 inh inactive, TRPC6 inh inactive, MrgX1 agonist inactive, TRPC6 act inactive, MrgX1 allo act inactive, ANO1 block inactive, RGS4 pot inactive, HDAC3 inh 3.0, ANO1 activ inactive, MrgX1 antag inactive and SKKanGAS inh 3.9.
Screening Cc1ccc(NC(=O)CN2CCN(C(=O)c3ccco3)CC2)cc1 returned RGS4 inh inactive, TRPC6 inh inactive, MrgX1 agonist inactive, TRPC6 act inactive, MrgX1 allo act inactive, ANO1 block inactive, RGS4 pot inactive, HDAC3 inh 3.4, ANO1 activ inactive, MrgX1 antag inactive and SKKanGAS inh -3.4.
Screening CCCNC(=O)/C(C#N)=C1\N=C(NC(=O)c2cccs2)c2ccccc21 returned RGS4 inh inactive, TRPC6 inh inactive, MrgX1 agonist inactive, TRPC6 act inactive, MrgX1 allo act inactive, ANO1 block inactive, RGS4 pot inactive, HDAC3 inh 1.3, ANO1 activ inactive, MrgX1 antag inactive and SKKanGAS inh -3.1.
O=C(c1noc2c1CCCC2)N1CCC(CO)(Cc2ccccc2Cl)CC1 was read as RGS4 inh inactive, TRPC6 inh inactive, MrgX1 agonist inactive, TRPC6 act inactive, MrgX1 allo act inactive, ANO1 block inactive, RGS4 pot inactive, HDAC3 inh 6.3, ANO1 activ inactive, MrgX1 antag inactive and SKKanGAS inh -7.3.
CN(C)CCNC(=O)/C(=C/c1ccc(-c2cccc([N+](=O)[O-])c2)o1)NC(=O)c1ccccc1 was read as RGS4 inh inactive, TRPC6 inh inactive, MrgX1 agonist inactive, TRPC6 act inactive, MrgX1 allo act inactive, ANO1 block inactive, RGS4 pot inactive, HDAC3 inh 13.1, ANO1 activ inactive, MrgX1 antag inactive and SKKanGAS inh -6.6.
CCN(CC(=O)Nc1ccccc1C(F)(F)F)C(=O)C1=COCCO1 was read as RGS4 inh inactive, TRPC6 inh inactive, MrgX1 agonist inactive, TRPC6 act inactive, MrgX1 allo act inactive, ANO1 block inactive, RGS4 pot inactive, ANO1 activ inactive, MrgX1 antag inactive and SKKanGAS inh 0.6.
Screening Cc1ccc(OCCCCCN2CCOCC2)c(Cl)c1 returned RGS4 inh inactive, TRPC6 inh inactive, MrgX1 agonist inactive, TRPC6 act inactive, MrgX1 allo act inactive, ANO1 block inactive, RGS4 pot inactive, HDAC3 inh -2.8, ANO1 activ inactive, MrgX1 antag inactive and SKKanGAS inh -9.6.
`Cc1ccc(S(=O)(=O)CCC(=O)Oc2ccc3c(C)cc(=O)oc3c2)cc1` gave RGS4 inh inactive, TRPC6 inh inactive, MrgX1 agonist inactive, TRPC6 act inactive, MrgX1 allo act inactive, ANO1 block inactive, RGS4 pot inactive, HDAC3 inh -8.0, ANO1 activ inactive, MrgX1 antag inactive and SKKanGAS inh 36.2.
Cc1ccccc1NC(=O)c1ccccc1O was read as RGS4 inh inactive, TRPC6 inh inactive, MrgX1 agonist inactive, TRPC6 act inactive, MrgX1 allo act inactive, ANO1 block 25*, RGS4 pot inactive, HDAC3 inh 3.7, ANO1 activ inactive, MrgX1 antag inactive and SKKanGAS inh -9.9.
For NC(=O)C1CCN(C(=O)CSc2nc3c(c(-c4ccccc4)n2)CCCC3)CC1 the results were RGS4 inh inactive, TRPC6 inh inactive, MrgX1 agonist inactive, TRPC6 act inactive, MrgX1 allo act inactive, ANO1 block inactive, RGS4 pot inactive, HDAC3 inh -5.6, ANO1 activ inactive, MrgX1 antag inactive and SKKanGAS inh 0.1.
CCCSc1nc(C)c(C(C)=O)cc1C#N was read as RGS4 inh inactive, TRPC6 inh inactive, MrgX1 agonist inactive, TRPC6 act inactive, MrgX1 allo act inactive, ANO1 block inactive, RGS4 pot inactive, HDAC3 inh 0.5, ANO1 activ inactive, MrgX1 antag inactive and SKKanGAS inh -1.2.
`C=CCn1c(SCC(=O)NCC(=O)OCC)nnc1-c1ccccn1` gave RGS4 inh inactive, TRPC6 inh inactive, MrgX1 agonist inactive, TRPC6 act inactive, MrgX1 allo act inactive, ANO1 block inactive, RGS4 pot inactive, HDAC3 inh 5.3, ANO1 activ inactive, MrgX1 antag inactive and SKKanGAS inh -1.1.
`O=C(Nc1ccc[n+](CC(=O)c2cccc3ccccc23)c1)c1ccccc1` gave RGS4 inh inactive, TRPC6 inh inactive, MrgX1 agonist inactive, TRPC6 act inactive, MrgX1 allo act inactive, ANO1 block inactive, RGS4 pot inactive, HDAC3 inh 0.6, ANO1 activ inactive, MrgX1 antag inactive and SKKanGAS inh 3.5.
Cn1c(N)c(C(=O)COC(=O)CCc2c[nH]c3ccccc23)c(=O)n(C)c1=O was read as RGS4 inh inactive, TRPC6 inh inactive, MrgX1 agonist inactive, TRPC6 act inactive, MrgX1 allo act inactive, ANO1 block inactive, RGS4 pot inactive, HDAC3 inh -0.6, ANO1 activ inactive, MrgX1 antag inactive and SKKanGAS inh 62.9*.
CC1CN(S(=O)(=O)c2ccc(C(=O)Nc3ccc(S(=O)(=O)Nc4ncccn4)cc3)cc2)CC(C)O1 (centres undefined) was read as RGS4 inh inactive, TRPC6 inh inactive, MrgX1 agonist inactive, TRPC6 act inactive, MrgX1 allo act inactive, ANO1 block inactive, RGS4 pot inactive, HDAC3 inh 13.2, ANO1 activ inactive, MrgX1 antag inactive and SKKanGAS inh 21.8.
CCN(CC1CCCO1)C(=O)c1cc(COc2ccc(F)cc2F)on1 (centres undefined) was read as RGS4 inh inactive, TRPC6 inh inactive, MrgX1 agonist inactive, TRPC6 act inactive, MrgX1 allo act inactive, ANO1 block inactive, RGS4 pot inactive, HDAC3 inh 2.4, ANO1 activ inactive, MrgX1 antag inactive and SKKanGAS inh 2.5.
`CCCCC(=O)Nc1nc(C)c(-c2csc(Nc3cc(OC)ccc3OC)n2)s1` gave RGS4 inh inactive, TRPC6 inh inactive, MrgX1 agonist inactive, TRPC6 act inactive, MrgX1 allo act inactive, ANO1 block inactive, RGS4 pot inactive, HDAC3 inh 6.6, ANO1 activ inactive, MrgX1 antag inactive and SKKanGAS inh 9.4.
`CCn1c2ccccc2c2cc(NC(=O)Cc3ccc(S(=O)(=O)N4CCOCC4)s3)ccc21` gave RGS4 inh inactive, TRPC6 inh inactive, MrgX1 agonist inactive, TRPC6 act inactive, MrgX1 allo act inactive, ANO1 block inactive, RGS4 pot inactive, HDAC3 inh 12.9, ANO1 activ inactive, MrgX1 antag inactive and SKKanGAS inh 11.3.
CCOC(=O)c1sc2nc(C)c3c(c2c1N)CC(C)(C)OC3 was read as RGS4 inh inactive, TRPC6 inh inactive, MrgX1 agonist inactive, TRPC6 act inactive, MrgX1 allo act inactive, ANO1 block inactive, RGS4 pot inactive, HDAC3 inh -13.5, ANO1 activ inactive, MrgX1 antag inactive and SKKanGAS inh 0.5.
Screening CCOC(=O)CNC(=O)N1c2ccccc2Sc2ccccc21 returned RGS4 inh inactive, TRPC6 inh inactive, MrgX1 agonist inactive, TRPC6 act inactive, MrgX1 allo act inactive, ANO1 block inactive, RGS4 pot inactive, HDAC3 inh 2.6, ANO1 activ inactive, MrgX1 antag inactive and SKKanGAS inh 5.2.
For Cc1ccc(C(=O)Nc2nnc(-c3ccco3)o2)cc1C the results were RGS4 inh inactive, TRPC6 inh inactive, MrgX1 agonist inactive, TRPC6 act inactive, MrgX1 allo act inactive, ANO1 block inactive, RGS4 pot inactive, HDAC3 inh 11.9, ANO1 activ inactive, MrgX1 antag inactive and SKKanGAS inh inconclusive.
Screening COc1ccc(CCN2CCCC(CN(C)C(=O)c3ccoc3C)C2)cc1 (centres undefined) returned RGS4 inh inactive, TRPC6 inh inactive, MrgX1 agonist inactive, TRPC6 act inactive, MrgX1 allo act inactive, ANO1 block inactive, RGS4 pot inactive, HDAC3 inh -1.3, ANO1 activ inactive, MrgX1 antag inactive and SKKanGAS inh -5.0.
`Cc1cc(NC(=O)CN2CCCC(C)C2)no1` (centres undefined) gave RGS4 inh inactive, TRPC6 inh inactive, MrgX1 agonist inactive, TRPC6 act inactive, MrgX1 allo act inactive, ANO1 block inactive, RGS4 pot inactive, HDAC3 inh -1.5, ANO1 activ inactive, MrgX1 antag inactive and SKKanGAS inh -8.8.
COc1ccccc1CCNC(=O)C1CCCO1 (centres undefined) was read as RGS4 inh inactive, TRPC6 inh inactive, MrgX1 agonist inactive, TRPC6 act inactive, MrgX1 allo act inactive, ANO1 block inactive, RGS4 pot inactive, HDAC3 inh -5.4, ANO1 activ inactive and MrgX1 antag inactive.
`Cc1cc(C)cc(C(=O)NCC(=O)OCC(=O)NCC(F)(F)F)c1` gave RGS4 inh inactive, TRPC6 inh inactive, MrgX1 agonist inactive, TRPC6 act inactive, MrgX1 allo act inactive, ANO1 block inactive, RGS4 pot inactive, HDAC3 inh 2.2, ANO1 activ inactive, MrgX1 antag inactive and SKKanGAS inh 1.5.

Screening data deposited in PubChem by several laboratories.
